TNAP inh hiacc: human TNAP enzyme inhibitors, primary screen, biochemical, luminescent, high phosphate acceptor level, uHTS | AID 1135, 2008 | purified TNAP, CDP-star luminescence, 1 M DEA | actives 0.03% (n = 200,000) | inhibition, % at 20 µM | Alkaline phosphatase, tissue-nonspecific isozyme (Homo sapiens), P05186;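 active = over 50% inhibition of tissue-nonspecific alkaline phosphatase at 20 µM in the single-dose screen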;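 note: plate controls were DMSO wells for no effect and EDTA-quenched wells as full inhibition for full effect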
Target sequence (P05186 whole entry, looked up): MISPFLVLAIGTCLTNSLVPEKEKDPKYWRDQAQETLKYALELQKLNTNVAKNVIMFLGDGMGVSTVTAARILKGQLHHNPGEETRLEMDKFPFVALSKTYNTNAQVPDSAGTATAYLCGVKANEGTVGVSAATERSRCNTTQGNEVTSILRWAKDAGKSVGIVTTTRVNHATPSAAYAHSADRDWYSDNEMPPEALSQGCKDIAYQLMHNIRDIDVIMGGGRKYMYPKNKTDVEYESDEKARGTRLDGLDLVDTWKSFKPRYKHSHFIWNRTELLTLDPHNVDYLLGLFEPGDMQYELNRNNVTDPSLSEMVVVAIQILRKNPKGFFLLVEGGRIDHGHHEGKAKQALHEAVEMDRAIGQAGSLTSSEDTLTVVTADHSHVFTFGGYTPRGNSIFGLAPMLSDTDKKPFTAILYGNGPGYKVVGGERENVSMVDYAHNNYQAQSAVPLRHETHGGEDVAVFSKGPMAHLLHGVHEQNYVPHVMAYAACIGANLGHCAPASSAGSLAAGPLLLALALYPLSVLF
FLuc act counter: FLuc activators, initial screening, artefact control for FLuc-dependent activation tests, biochemical, ATPlite luminescence. ATPlite luciferase biochemical, 10 min; 0 = ATP-free wells, 1 = DMSO control. activation factor at 10 µM. 200,000 tested, under 10 active. AID 1027, 2008;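 active = luciferase activation factor, scaled between plate controls, of at least 2 with compound at 10 µM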
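Assay system: Luciferase/luciferin reagent mix; Medium: PBS as buffer for the ATP substrate; Dosing: test compounds dosed from 2 mM stocks in 100% DMSO; Times: 10 min, room temperature; Signal: luminescence from luciferase reaction; Read-out: luciferase activation; Controls: No-ATP low control, compound-free enzyme-plus-ATP high control.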
APP 5'UTR act: activators of APP 5'UTR luciferase reporter, primary screen, SH-SY5Y cells; SH-SY5Y APP 5'UTR luciferase reporter, luminescence; zero percent = DMSO vehicle wells; activation, % at 2 µM; actives 1% (n = 190,000); AID 1276, 2008;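 active = activation above a set limit, based on mean plus 3 SD of controls, cut at about 140% in these data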; note: values of inactives mirror those of a sister screen read the other way
TNAP act hiacc: TNAP activators at high phosphate acceptor level, primary screen, biochemical, luminescence, uHTS; 200,000 tested, under 10 active; activation factor at 20 µM; purified TNAP, CDP-star luminescence, 1 M DEA, 30 min; hits give high values; 0 = EDTA background, 1 = DMSO-only activity; Alkaline phosphatase, tissue-nonspecific isozyme (Homo sapiens), P05186;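 active = activation factor at least 2 at 20 µM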
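Measured by: Luminescent substrate turnover signal | Test system: Human TNAP | Input: TNAP 1/800 final | Dosing: 20 µM single point | Schedule: 30 min, room temperature | Controls: EDTA wells as negative control, DMSO wells as positive control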
bIAP activator: bovine intestinal alkaline phosphatase activators, primary screen, biochemical, bovine IAP, CDP-star luminescence; alkaline phosphatase, intestinal [Bos taurus]; activation factor at 20 µM; purified bovine IAP, 30 min; hits give high values; fold of DMSO-control signal, blank-subtracted; actives 0.17% (n = 200,000);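 active = activation factor of 2 or more at 20 µM, a signal rise over negative controls twice the positive control's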
TNAP inh no acc: human TNAP enzyme inhibitors, primary screen, biochemical, luminescent, no phosphate acceptor, uHTS; Alkaline phosphatase, tissue-nonspecific isozyme (Homo sapiens), P05186; purified TNAP, CDP-star luminescence, 30 min; AID 1012, 2008; actives 0.26% (n = 200,000); inhibition, % at 20 µM;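 active = tissue-nonspecific alkaline phosphatase inhibition above about 50% at 20 µM in the single-dose screen, limit read from the data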;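 note: 0% = DMSO negative control and 100% = EDTA positive control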
PMI act hi M6P: human PMI activators, high substrate, primary screen, biochemical, fluorescence intensity, near-saturating mannose 6-phosphate. AID 1216, 2008. coupled PMI enzyme assay, resazurin fluorescence, 20 min; hits give high values; 1 = untreated enzyme, 0 = substrate-free blank. actives 0.34% (n = 190,000). activation factor at 20 µM. Mannose-6-phosphate isomerase (Homo sapiens), P34949;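 active = activation factor of 2 or more at 20 µM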
Target sequence (P34949 whole entry, looked up): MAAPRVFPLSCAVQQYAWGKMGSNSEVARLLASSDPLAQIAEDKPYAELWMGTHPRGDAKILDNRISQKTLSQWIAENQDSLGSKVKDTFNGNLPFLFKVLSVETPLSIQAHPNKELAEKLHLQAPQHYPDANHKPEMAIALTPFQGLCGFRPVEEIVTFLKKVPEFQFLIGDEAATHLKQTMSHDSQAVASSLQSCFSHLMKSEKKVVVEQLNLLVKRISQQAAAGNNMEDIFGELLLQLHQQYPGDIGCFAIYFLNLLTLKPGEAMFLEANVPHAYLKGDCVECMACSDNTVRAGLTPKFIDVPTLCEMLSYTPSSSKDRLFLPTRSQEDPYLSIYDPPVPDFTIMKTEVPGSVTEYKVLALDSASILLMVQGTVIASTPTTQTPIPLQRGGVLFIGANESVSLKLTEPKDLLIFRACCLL
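Test system: human phosphomannose isomerase with PGI, G6PDH, diaphorase coupling enzymes / Doses: 20 µM compound, 1% DMSO / Times: enzyme reaction with compound 20 min at room temperature / Measured by: Diaphorase-driven resazurin-to-resorufin fluorescence, excitation 544, emission 590 nm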
PMI act: activators of human PMI, primary screen, biochemical, fluorescence intensity, near-Km mannose 6-phosphate; Mannose-6-phosphate isomerase (Homo sapiens), P34949; purified human PMI, coupled resazurin fluorescence, 20 min; hits give high values; 1 = vehicle control, 0 substrate-free wells; activation factor at 20 µM; actives 0.005% (n = 190,000); AID 1214, 2008;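 active = activation factor of 2 or more at 20 µM, relative to plate controls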
NF-kB neuron act: activators of NF-kB expression in neurons, primary screen, cell-based, HTS. fold change at 12.5 µM. actives 1.6% (n = 190,000). human neuronal cells, NF-kB reporter expression; hits give high values; in the data active = fold change above about 3.3
FLuc inh counter: firefly luciferase enzyme inhibitors, primary screen, artefact control for luciferase-based inhibitor screens, biochemical, luminescence, ATPLite; inhibition, % at 10 µM; 10 min; actives 1.5% (n = 200,000); AID 1006, 2008; Luciferin 4-monooxygenase (Photinus pyralis), P08659;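 active = inhibition above about 50% when tested at 10 µM, limit read from the data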
Active calls of the source: *. Compounds as they come, and some 3.6% of all compounds hit somewhere here.

How did COC(=O)c1ccc(CN2C(=O)NC3(CCCCC3)C2=O)cc1 do in these assays?
TNAP inh hiacc: -3; FLuc act counter: 1; APP 5'UTR act: 5; TNAP act hiacc: 1; bIAP activator: 1; TNAP inh no acc: -7; PMI act hi M6P: 1; PMI act: 1; NF-kB neuron act: 2.7; FLuc inh counter: -4

Results for Cc1cc([N+](=O)[O-])ccc1NC(=O)C[n+]1ccc(N(C)C)cc1 ?
TNAP inh hiacc: -4; FLuc act counter: 1.1; APP 5'UTR act: 9; TNAP act hiacc: 1; bIAP activator: 0.9; TNAP inh no acc: -3; PMI act hi M6P: 1; PMI act: 1; NF-kB neuron act: 1.5; FLuc inh counter: -11

How did Cn1c(-c2ccccc2)cnc1SCc1nc2ccccc2c(=O)[nH]1 do in these assays?
TNAP inh hiacc: -2; FLuc act counter: 0.4; APP 5'UTR act: 142*; TNAP act hiacc: 1; bIAP activator: 1.7; TNAP inh no acc: -4; PMI act hi M6P: 0.8; PMI act: 0.8; NF-kB neuron act: 1.8; FLuc inh counter: 61*

What do the screens show for `Cc1cc2nc(-c3ccco3)cc(C(F)(F)F)n2n1`?
TNAP inh hiacc: -2; FLuc act counter: 1; APP 5'UTR act: 8; TNAP act hiacc: 1; bIAP activator: 1; TNAP inh no acc: -8; PMI act hi M6P: 1; PMI act: 0.9; NF-kB neuron act: 0.98; FLuc inh counter: 1

How did Cc1ccc(-n2c(SCC(=O)N/N=C/c3c(C)nn(-c4ccccc4)c3C)nc3ccccc3c2=O)cc1 do in these assays?
TNAP inh hiacc: -4; FLuc act counter: 1; APP 5'UTR act: -9; TNAP act hiacc: 1; bIAP activator: 1; TNAP inh no acc: -10; PMI act hi M6P: 0.9; PMI act: 0.7; NF-kB neuron act: 1.3; FLuc inh counter: 0

What do the screens show for `Cc1cccc(N2CCN(C(=O)CCNC(=O)Cn3ccc4ccccc4c3=O)CC2)c1C`?
TNAP inh hiacc: -4; FLuc act counter: 1; APP 5'UTR act: 7; TNAP act hiacc: 1; bIAP activator: 1; TNAP inh no acc: -11; PMI act hi M6P: 1; PMI act: 1; NF-kB neuron act: 0.9; FLuc inh counter: -4

How did Cn1c(CNC(=O)Nc2cccc(Cl)c2)nnc1SCc1ccccc1 do in these assays?
TNAP inh hiacc: -9; FLuc act counter: 1; APP 5'UTR act: 7; TNAP act hiacc: 1.1; bIAP activator: 0.9; TNAP inh no acc: -5; PMI act hi M6P: 1; PMI act: 1.1; NF-kB neuron act: 1.2; FLuc inh counter: -5

Results for CCCN1CNc2c(c(=O)[nH]c(=S)n2-c2ccc(Cl)cc2)C1 ?
TNAP inh hiacc: -3; FLuc act counter: 1; APP 5'UTR act: 9; TNAP act hiacc: 1; bIAP activator: 1.2; TNAP inh no acc: -3; PMI act hi M6P: 0.8; PMI act: 0.7; NF-kB neuron act: 1.3; FLuc inh counter: 4

What do the screens show for `O=C(NC1(C(F)(F)F)OCCO1)c1ccc(F)cc1`?
TNAP inh hiacc: -5; FLuc act counter: 1; APP 5'UTR act: -9; TNAP act hiacc: 1.1; bIAP activator: 1.1; TNAP inh no acc: -8; PMI act hi M6P: 0.9; PMI act: 0.9; NF-kB neuron act: 1.1; FLuc inh counter: -3

How did C/C(=N\NC(=O)c1ccccc1O)C1C(=O)c2ccccc2C1=O do in these assays?
TNAP inh hiacc: 12; FLuc act counter: 0.8; APP 5'UTR act: 17; TNAP act hiacc: 0.9; bIAP activator: 1.1; TNAP inh no acc: 60*; PMI act hi M6P: 1; PMI act: 1; NF-kB neuron act: 1.7; FLuc inh counter: 24

What do the screens show for `COCCNC(=O)c1c[nH]n2c(=O)cc(C3CCN(C(=O)OC(C)(C)C)CC3)nc12`?
TNAP inh hiacc: -4; FLuc act counter: 1; APP 5'UTR act: 6; TNAP act hiacc: 1; bIAP activator: 1.1; TNAP inh no acc: -16; PMI act hi M6P: 1.1; PMI act: 1.1; NF-kB neuron act: 1.1; FLuc inh counter: -3

What do the screens show for `C=CCn1c(SCC(=O)N2CCc3ccccc3C2)nnc1-c1ccncc1`?
TNAP inh hiacc: -2; FLuc act counter: 1; APP 5'UTR act: 0; TNAP act hiacc: 1; bIAP activator: 1.1; TNAP inh no acc: -11; PMI act hi M6P: 1; PMI act: 0.9; NF-kB neuron act: 1; FLuc inh counter: -3

Overlap with the part before: 2 entries, then new ones.
What do the screens show for `COCCNC(=O)c1c[nH]n2c(=O)cc(C3CCN(C(=O)OC(C)(C)C)CC3)nc12`?
TNAP inh hiacc: -4; FLuc act counter: 1; APP 5'UTR act: 6; TNAP act hiacc: 1; bIAP activator: 1.1; TNAP inh no acc: -16; PMI act hi M6P: 1.1; PMI act: 1.1; NF-kB neuron act: 1.1; FLuc inh counter: -3

What do the screens show for `C=CCn1c(SCC(=O)N2CCc3ccccc3C2)nnc1-c1ccncc1`?
TNAP inh hiacc: -2; FLuc act counter: 1; APP 5'UTR act: 0; TNAP act hiacc: 1; bIAP activator: 1.1; TNAP inh no acc: -11; PMI act hi M6P: 1; PMI act: 0.9; NF-kB neuron act: 1; FLuc inh counter: -3

What do the screens show for `Cc1cc(/C=N\NC(=O)COc2cccc3cccnc23)c(C)n1-c1ccc(Br)cc1`?
TNAP inh hiacc: -2; FLuc act counter: 0.8; APP 5'UTR act: -21; TNAP act hiacc: 1; bIAP activator: 1; TNAP inh no acc: 2; PMI act hi M6P: 0.8; PMI act: 0.9; NF-kB neuron act: 0.75; FLuc inh counter: 15

Results for CC1CCN(S(=O)(=O)c2ccc3c(c2)c(=O)c(C(=O)NCc2ccccc2Cl)cn3C)CC1 ?
TNAP inh hiacc: 1; FLuc act counter: 1; APP 5'UTR act: 14; TNAP act hiacc: 1; bIAP activator: 1; TNAP inh no acc: -6; PMI act hi M6P: 1; PMI act: 1; NF-kB neuron act: 1.2; FLuc inh counter: -3

What do the screens show for `Cc1ccc(CNC(=O)CCNS(=O)(=O)c2cccs2)cc1`?
TNAP inh hiacc: -4; FLuc act counter: 1.1; APP 5'UTR act: -24; TNAP act hiacc: 1; bIAP activator: 1; TNAP inh no acc: -4; PMI act hi M6P: 1; PMI act: 1; NF-kB neuron act: 0.94; FLuc inh counter: -7

Results for CCCS(=O)(=O)NCCc1cc2c(OC)ccc(OC)c2[nH]c1=O ?
TNAP inh hiacc: -2; FLuc act counter: 1; APP 5'UTR act: 1; TNAP act hiacc: 1; bIAP activator: 1; TNAP inh no acc: -10; PMI act hi M6P: 1; PMI act: 1; NF-kB neuron act: 1.1; FLuc inh counter: -4

What do the screens show for `O=C1Nc2ccccc2C(O)(C(=O)NCc2ccc3c(c2)OCO3)N1c1ccccc1` (stereo not given)?
TNAP inh hiacc: -3; FLuc act counter: 1; APP 5'UTR act: -7; TNAP act hiacc: 1; bIAP activator: 1; TNAP inh no acc: -10; PMI act hi M6P: 1; PMI act: 0.9; NF-kB neuron act: 0.81; FLuc inh counter: -3

How did Cn1cc(C(=O)C(=O)N2CCN(c3ccccc3)CC2)c2ccccc21 do in these assays?
TNAP inh hiacc: -1; FLuc act counter: 1.1; APP 5'UTR act: -12; TNAP act hiacc: 1; bIAP activator: 0.9; TNAP inh no acc: -13; PMI act hi M6P: 1; PMI act: 1.1; NF-kB neuron act: 1.1; FLuc inh counter: -6

How did CN(C)S(=O)(=O)c1cc(NC(=O)CN2CCCc3ccccc32)ccc1Cl do in these assays?
TNAP inh hiacc: -5; FLuc act counter: 1.1; APP 5'UTR act: 17; TNAP act hiacc: 1.1; bIAP activator: 1.1; TNAP inh no acc: -15; PMI act hi M6P: 1.1; PMI act: 1.4; NF-kB neuron act: 1.1; FLuc inh counter: -6

What do the screens show for `COC(=O)C1C(=O)C(C(=O)/C=C/c2ccccc2)C(=O)CC1(C)C` (stereo not given)?
TNAP inh hiacc: 2; FLuc act counter: 1; APP 5'UTR act: 30; TNAP act hiacc: 1; bIAP activator: 1.1; TNAP inh no acc: 0; PMI act hi M6P: 1; PMI act: 1.1; NF-kB neuron act: 1.1; FLuc inh counter: -2

How did Cc1cccc(C(=O)NC(=S)Nc2ccc(Cc3ccncc3)cc2)c1 do in these assays?
TNAP inh hiacc: -4; FLuc act counter: 1.1; APP 5'UTR act: -8; TNAP act hiacc: 1; bIAP activator: 1.1; TNAP inh no acc: -3; PMI act hi M6P: 0.9; PMI act: 0.7; NF-kB neuron act: 1.1; FLuc inh counter: -8

What do the screens show for `Cc1cc(O)cc(O[C@H]2OC(CO)[C@H](O)[C@@H](O)[C@H]2O)c1` (stereo not given in full)?
TNAP inh hiacc: 0; FLuc act counter: 1.1; APP 5'UTR act: -2; TNAP act hiacc: 1; bIAP activator: 1; TNAP inh no acc: -7; PMI act hi M6P: 1; PMI act: 1; NF-kB neuron act: 1.2; FLuc inh counter: -5

What do the screens show for `CCC(=O)Nc1ccccc1N1CCN(S(C)(=O)=O)CC1`?
TNAP inh hiacc: 3; FLuc act counter: 1; APP 5'UTR act: 18; TNAP act hiacc: 1; bIAP activator: 1; TNAP inh no acc: -8; PMI act hi M6P: 1; PMI act: 0.9; NF-kB neuron act: 1.1; FLuc inh counter: -4

How did CCCCOc1ccc(C(C)NC(=O)C2CCCN(S(=O)(=O)CCC)C2)cc1 (stereo not given) do in these assays?
TNAP inh hiacc: -3; FLuc act counter: 1.1; APP 5'UTR act: 1; TNAP act hiacc: 1; bIAP activator: 1.4; TNAP inh no acc: -8; PMI act hi M6P: 1.2; PMI act: 1.1; NF-kB neuron act: 1.1; FLuc inh counter: -7

What do the screens show for `CCOC(=O)c1ccc(NC(=S)N2CCCC(C)C2)cc1` (stereo not given)?
TNAP inh hiacc: 0; FLuc act counter: 1; APP 5'UTR act: 18; TNAP act hiacc: 1; bIAP activator: 0.9; TNAP inh no acc: -7; PMI act hi M6P: 1; PMI act: 1; NF-kB neuron act: 1.1; FLuc inh counter: 2

From PubChem
